M. tuberculosis GlmU: inhibition of mycobacterial GlmU enzyme – biochemical, glucosamine-1-phosphate acetyltransferase (AID 1376); M. tuberculosis GlmU acetyltransferase enzyme assay; higher % means a stronger effect; inhibition, %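 (tested at 30 µM in the primary screen)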, or IC50 in µM where a hit was titrated; 0.25% of 220,000 active; in the data active = inhibition above about 13%;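 note: 0% = complete reaction with vehicle and 100% = reaction without substrate; strong numbers were not always called active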
Mtb RmlCD inh: blocks M. tuberculosis RmlC and RmlD coupled enzymes | RmlC+RmlD coupled enzyme assay, percent inhibition; primary screen in compound mixtures | 0.03% of 160,000 active | P9WH09+P9WH11 | inhibition, % at 3.6 µM; in the data active = inhibition mostly above about 34%, no sharp cut-off; note: some results filed as inactive read as strong as hits
Target sequence (P9WH09 whole entry, looked up): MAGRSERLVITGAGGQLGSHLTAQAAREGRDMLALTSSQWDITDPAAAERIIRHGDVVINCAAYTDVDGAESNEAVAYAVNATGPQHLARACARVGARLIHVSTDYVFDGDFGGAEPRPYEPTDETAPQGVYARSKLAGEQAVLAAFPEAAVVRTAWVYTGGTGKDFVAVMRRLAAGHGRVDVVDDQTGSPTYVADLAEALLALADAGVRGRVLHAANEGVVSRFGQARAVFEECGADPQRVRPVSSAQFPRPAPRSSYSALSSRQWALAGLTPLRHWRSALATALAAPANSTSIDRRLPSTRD
Target sequence (P9WH11 whole entry, looked up): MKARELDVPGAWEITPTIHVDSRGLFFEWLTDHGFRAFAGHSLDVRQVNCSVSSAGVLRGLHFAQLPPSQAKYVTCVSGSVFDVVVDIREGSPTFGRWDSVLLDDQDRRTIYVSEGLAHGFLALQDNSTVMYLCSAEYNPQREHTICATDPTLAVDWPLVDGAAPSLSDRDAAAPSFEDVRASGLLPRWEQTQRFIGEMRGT
Numbers without * were called inactive; / = no result given. Not all compounds are listed. The share of hits here may be higher or lower than overall.

Molecule | M. tuberculosis GlmU | Mtb RmlCD inh
N#CC1=C(O)C(c2ccccc2)n2c1nc(=O)c1ccccc12 (stereo unspecified) | 1.4% | 7.8
Cc1ccc(C2NC(=S)NC3=C2N2CCC3CC2)cc1 (stereo unspecified) | 2.2% | 2.4
N#C/C(=C\c1ccc[nH]1)S(=O)(=O)c1ccccc1 | 4.9% | 8.6
COc1ccc(C2=NCCNC(C(F)(F)F)=C2)cc1 | -3.2% | -6.8
CC(C)(C)c1ccc(-c2nnc(SCCN3C(=O)c4ccccc4C3=O)o2)cc1 | -3.5% | 3.0
CCOC(=O)C1SC2(C(F)F)CC1(O)c1c(c(OC)c3occc3c1OC)O2 (stereo unspecified) | 1.1% | 11.5
O=C1NN(c2cccc(Br)c2)C(=O)/C1=C/c1ccc(-c2cc([N+](=O)[O-])ccc2O)o1 | 5.6% | 2.8
CCOC(=O)Cc1csc(NC(=O)c2ccoc2C)n1 | -0.2% | /
O=C(O)C(=O)/C(=C\c1ccc([N+](=O)[O-])cc1)c1ccc2ccccc2n1 | -3.5% | -8.2
CCOC(=O)CSc1nnc(CNC(=O)Cc2ccccc2)n1-c1ccccc1OC | 0.9% | 7.6
COCC(=O)NCCc1nc(-c2ccccc2)cs1 | -2.8% | -15.8
Cc1ccc(S(=O)(=O)NCC(=O)OCC(=O)N2CCc3ccccc32)cc1 | -3.8% | /
CC(NC(=O)CSc1ncnc2nc[nH]c12)c1ccccc1 (stereo unspecified) | 4.3% | /
O=C1CC(C(=O)NCc2ccccc2)C2(CCCC2)O1 (stereo unspecified) | 8.5% | 5.5
Cc1ccc([N+](=O)[O-])c2c1C(N1CCCC1)C(C)(C)O2 (stereo unspecified) | -7.9% | 5.8
Oc1ccccc1CNc1ncc(Br)cc1Br | -6.8% | /
Cc1cc(C)cc(C(=O)NCC(=O)OCc2cc([N+](=O)[O-])cc3c2OCOC3)c1 | -1.2% | /
CCCSc1ncccc1C(=O)O | 6.9% | 6.4
C1CN(CC23CC4CC(CC(C4)C2)C3)CCO1 | -2.5% | /
COc1ccc(-c2nn3c(-c4ccccn4)nnc3s2)cc1OC | 5.8% | /
COC(=O)[C@H](C)NC(=O)NC1CCN(Cc2ccccc2)CC1 | 0.8% | /
Cc1cc(C)cc(NC(=O)Nc2ccc(-n3ccc(C(F)(F)F)n3)cc2)c1 | -0.7% | -2.1
CCCCCCC1CCC(C(=O)N2CCOCC2)CC1 (stereo unspecified) | -1.3% | 5.6
CC(=O)c1cc(C#N)c(N2CCCCC2)nc1C | 0.4% | -4.7
Cc1ccc(OCC(=O)Nc2ccc(C)c(S(=O)(=O)N3CCCCCC3)c2)c([N+](=O)[O-])n1 | -2.8% | 9.5
CC(C)n1cnc2c(Nc3cccc(F)c3)nc(NCCO)nc21 | -1.6% | /
NC1=NC2(CCCCC2)N=C(Nc2ccc(F)cc2F)N1 | 2.2% | -8.4
Cc1cc(C)c2c(n1)SCC(=O)N2CC(=O)NCCC1=CCCCC1 | 1.2% | -4.7
Cc1cccc(N2CC(C(=O)Nc3nnc(SCC(=O)Nc4cc(C)on4)s3)CC2=O)c1 (stereo unspecified) | 2.6% | -2.5
O=C1CSC(=Nc2cc(Cl)ccc2Cl)N1 | -0.3% | /
O=[N+]([O-])c1ccc(NC(=S)N/C(=N/CS(=O)(=O)c2ccccc2)c2ccccc2)cc1 | -2.0% | 3.6
COc1ccccc1OCCn1c(CO)nc2ccccc21 | / | -2.7
CCSc1nnc(-c2cc3c(s2)-c2ccccc2CC3)o1 | -3.6% | 15.7
COC(=O)c1cc(NC(=O)c2c(Cl)nc3sccn23)cc(C(=O)OC)c1 | 2.2% | /
CCOC(=O)C(C)n1nc(/C=C/c2ccc(OC)cc2)ccc1=O (stereo unspecified) | 9.0% | -1.1
O=C(NCC1(c2ccccc2)CCCC1)c1cccc(Br)c1 | -2.5% | 0.8
Cc1ccc(S(=O)(=O)Nc2nncs2)cc1 | -1.7% | /
Brc1ccc(CSc2nnc(-c3ccco3)o2)cc1 | 2.4% | /
CC(C)(C)C(=O)/C=C(N)/C=C/c1ccccc1 | -3.7% | /
CCC1CCCCN1C(=O)Nc1ccc(F)cc1 (stereo unspecified) | 3.2% | -16.8

Compound profiles, from the list above. Order of values: M. tuberculosis GlmU	Mtb RmlCD inh
N#CC1=C(O)C(c2ccccc2)n2c1nc(=O)c1ccccc12 (stereo unspecified) as listed: 1.4%	7.8
COc1ccc(C2=NCCNC(C(F)(F)F)=C2)cc1 as listed: -3.2%	-6.8

(next part)
Molecule | M. tuberculosis GlmU | Mtb RmlCD inh
CCCc1nc(N)c(C#N)c(-c2ccco2)c1CC | -2.6% | 23.2
O=C(O)c1ccccc1-c1ccc(/C=c2\sc3nc4cc(Br)cnc4n3c2=O)o1 | / | -5.0
Cc1cccc(Oc2ccc(NC(=O)c3ccccc3C(=O)O)cc2)c1 | 1.4% | 12.3
Cc1ccc(C)c(NC(=O)c2ccccc2O)c1 | 0.3% | 6.5
CN(C)CCNC(NC(=O)c1cccs1)C(Cl)(Cl)Cl (stereo unspecified) | -4.6% | 53.6
CCN1CCN(c2nc(C)c3c(n2)CC(C)CC3=O)CC1 (stereo unspecified) | -1.2% | 6.3
CCOC(=O)C1CCN(Cc2ccc(F)c(F)c2)CC1 | -0.8% | -11.4
COc1ccccc1CNC(=O)CCc1nc2ccccc2c(=O)[nH]1 | 1.6% | /
O=C(O)c1cc(-c2ccc(Cl)s2)nc2ccccc12 | 4.3% | 6.0
CCCCn1c(NC(=O)c2ccco2)c(S(=O)(=O)c2ccc(C)cc2)c2nc3ccccc3nc21 | 3.0% | /
COc1ccc(N(Cc2nnc3n2CCCCC3)C(=O)Nc2ccccc2)cc1 | 0.7% | -3.6
CC1CCCN(c2nc3c(c(=O)n(C)c(=O)n3C)n2Cc2ccccc2)C1 (stereo unspecified) | -3.3% | /
C=CC(=O)NC(C)(C)Cc1ccccc1 | 3.4% | /
CCCn1c(C(C)NC(=O)c2ccccc2)n[nH]c1=S (stereo unspecified) | / | 2.3
CCOc1ncccc1C(=O)NCc1ccccc1F | -3.1% | -9.6
CSCc1c(C(=O)Nc2ccc(N3CCOCC3)cc2)oc2ccccc12 | -0.5% | 10.7
CCOC(=O)CSc1nc(-c2ccccc2)nc2ccc(C)cc12 | 0.7% | -0.1
CCOC(=O)c1c(N)n(Cc2ccccc2)c2nc3ccccc3nc12 | -4.3% | /
COCCCNC(=O)c1ccc(Cn2c(=O)c3ccccc3n(Cc3cc(C)ccc3C)c2=O)cc1 | 3.8% | /
Cc1nn(C)c(N)c1C(O)(c1nccn1C)C(F)(F)F (stereo unspecified) | 3.2% | -0.7
CCCC(C(=O)NC1CCCC1)N(CC1CCCO1)C(=O)c1snc(C(N)=O)c1N (stereo unspecified) | 19.3% | /
O=C(Nc1sccc1C(=O)N1CCOCC1)c1cccnc1 | 3.1% | /
CCCc1c(C)[nH]c2ccc(NC(C)=O)cc2c1=O | 0.1% | -3.7
Cc1ccc2[nH]c(=O)cc(C(=O)OCC(=O)c3ccccc3)c2c1 | 3.2% | /
COCCN1C(=O)C(O)=C(C(C)=O)C1c1ccc(F)cc1 (stereo unspecified) | -2.7% | 22.9
O=C(CCn1nc(-c2ccccc2)c2ccccc2c1=O)NCC1CCCO1 (stereo unspecified) | / | 8.6
CCN(CC)CCNC(=O)/C(=C\c1cccn1C)NC(=O)c1cccs1 | -0.1% | 3.8
O=C(CNC(=O)c1ccc(Cl)cc1)Nc1ccccc1C(F)(F)F | 7.9% | -0.1
O=C(COc1ncnc2c(Cl)cc(Cl)cc12)N1CCCCC1 | -3.0% | /
COc1ccc(NC(=S)N(CCO)Cc2ccccc2)cc1 | 6.8% | -5.5
CCOC(=O)C1CCCN(c2c(NCCCN(C)Cc3ccccc3)c(=O)c2=O)C1 (stereo unspecified) | -0.9% | /
O=C(c1ccco1)N1CCCN(Cc2cn[nH]c2-c2ccc(-c3ccccc3)cc2)CC1 | -4.7% | 29.2

Three records drawn at random from those above:
Molecule | M. tuberculosis GlmU | Mtb RmlCD inh
COCCN1C(=O)C(O)=C(C(C)=O)C1c1ccc(F)cc1 (stereo unspecified) | -2.7% | 22.9
O=C(CNC(=O)c1ccc(Cl)cc1)Nc1ccccc1C(F)(F)F | 7.9% | -0.1
CCN(CC)CCNC(=O)/C(=C\c1cccn1C)NC(=O)c1cccs1 | -0.1% | 3.8

Additional structures follow.
Molecule | M. tuberculosis GlmU | Mtb RmlCD inh
CCOC(=O)NC(Nc1cc(C)ccn1)(C(F)(F)F)C(F)(F)F | 4.5% | 17.4
O=C(CSc1nnc(NC(=O)c2ccccc2Cl)s1)Nc1ccc2c(c1)oc1ccccc12 | 6.1% | -10.2
CN1CCC(OC(=O)COc2ccccc2)CC1 | -0.3% | /
CCCCNC(=O)COC(=O)c1ccc(Cl)c(S(=O)(=O)N2CCCC2)c1 | -1.6% | -8.9
COc1ccc(-n2c(C)cc(C(=O)CCl)c2C)cc1 | -4.5% | 6.3
COc1ccc(NC(=O)c2cccc(OC(F)F)c2)cc1Cl | 0.6% | /
O=C(COc1cccc(F)c1)N1c2ccccc2Sc2ccccc21 | 5.9% | /
COC(=O)C(CC(C)C)NC(=O)C(N)Cc1ccccc1 (stereo unspecified) | -3.3% | /
Fc1ccc(Sc2ccccc2CNC2=NCCN2)cc1 | -7.5% | 6.4
Cc1ccc(NC(=O)[C@@H]2CCCN2S(=O)(=O)c2ccccc2C(F)(F)F)cc1S(=O)(=O)N1CCOCC1 | 3.7% | -10.7
Cc1ccc(CCNC(=O)C23C[C@H]4C[C@@H](C2)CC(n2nnc(C)n2)(C4)C3)cc1 | -5.2% | 1.1
COc1cc2c(cc1OC)C1Cc3ccc(OC)c(OC)c3CN1CC2 (stereo unspecified) | 2.6% | -8.8
O=C(NCc1cccnc1)c1ccc(Cn2cc(C(F)(F)F)ccc2=O)cc1 | -0.5% | -7.8
Cn1c(SCC(=O)NCC2CCCO2)nc2c([nH]c3ccccc32)c1=O (stereo unspecified) | 4.7% | /
CC(C)n1ncc2c(C(=O)O)cc(C3CC3)nc21 | 2.2% | 5.5
Cc1cc2oc(=O)cc(CSc3nc(N)cc(N)n3)c2cc1C(C)C | 2.3% | 11.7
O=C(NCCc1ccc(Cl)cc1)C1CCN(c2ncccn2)CC1 | 2.6% | /
CCOC(=S)SCC(=O)Nc1ncc(C)s1 | / | 2.2
Cc1sc2ncnc(NCCCn3ccnc3)c2c1C | 1.8% | /
Brc1ccc(-c2noc3c2-c2nc(-c4ccccc4)sc2CC3)cc1 | -2.0% | /
CCSc1nnc(Cc2cc(=O)[nH]c(=O)[nH]2)n1-c1ccc(Cl)cc1 | 0.7% | /
COc1ccc(C2CC(c3ccc4ccccc4c3OC(C)=O)=NN2C(C)=O)cc1 (stereo unspecified) | -0.7% | -1.5
COc1ccc(C(=O)CCC(=O)N2CCN(c3ccc(N4CCOCC4)nn3)CC2)cc1 | 2.7% | 16.2
COC(=O)C1=C(C(=O)OC)[C@@H]2Nc3ccccc3[C@@]23C[C@@H](C(=O)OC)N(C(=O)NC2CCCCC2)C3=N1 | 2.0% | /
Nc1ccc2c(c1)C(=O)Cc1ccccc1S2 | -3.8% | 9.8
CC(C)(Oc1ccc(CCNC(=O)c2ccc(-c3ccc(Cl)cc3)o2)cc1)C(=O)O | 8.9% | 1.4
CCCCOc1ccccc1C1C(C(=O)OC)=CN(CC)C=C1C(=O)OC | / | -7.8
CCN(C(=O)COC(=O)c1ccc(Cl)c(N)c1)C1CCS(=O)(=O)C1 (stereo unspecified) | -1.2% | 5.7
CCOC(=O)C1=C(C)NC(=O)NC1c1ccoc1 (stereo unspecified) | 6.9% | -13.2
COc1ccc(C(=O)/C=C/Nc2ccc(S(=O)(=O)Nc3ncccn3)cc2)cc1 | -6.0% | -1.0
Cc1nc([N+](=O)[O-])c(C(=O)O)n1C | -4.2% | -10.6
CCOc1ccc(S(=O)(=O)n2c(C)nc3ccccc32)cc1 | 3.9% | /
CN(CC(=O)Nc1ccccc1Cl)C(=O)CSc1ncc(C(F)(F)F)cc1Cl | -6.2% | -3.9
COc1ccc(C(=S)N2CCCC2)cc1 | -0.5% | /
O=C(O)/C=C/C(=O)Nc1ccc(Oc2ncnc3cc(Cl)ccc23)nc1 | 2.5% | -13.7
CN(c1ccccc1C(=O)N1CCCC1)S(C)(=O)=O | 2.7% | /
CC(C)(C)OC(=O)N1CCC(CNC(=O)Nc2ccccc2)CC1 | 9.8% | -7.9
Cc1ccc(CNC(=O)C2CCCN(S(=O)(=O)c3c(C)noc3C)C2)cc1 (stereo unspecified) | -2.6% | /
c1ccc2c(c1)[nH]c1c3ccccc3sc21 | -0.1% | -7.7
CN1CCN(S(=O)(=O)c2cccs2)CC1 | -5.1% | 12.8
Cc1cc(C)nc(SCCS(=O)(=O)Cc2ccc(Cl)cc2)n1 | 2.8% | /
Cc1ccc(-n2ncc(C(=O)Nc3cc(Cl)ccc3Cl)c2C2CCNCC2)cc1 | -3.8% | 5.4
COc1ccc([C@H]2C(C#N)=C([S-])N[C@](C)(O)[C@@H]2[n+]2ccccc2)cc1 | 0.2% | 61.8
CC(C)CC(C)NC(=O)c1ccc(C(F)(F)F)cc1 (stereo unspecified) | 1.1% | -4.9
O=c1c2ccccc2nnn1Cc1nnc(-c2ccccc2Br)o1 | 4.2% | -16.1
COC(=O)c1ccc(CN(C(C)=O)c2ccccc2)o1 | 2.1% | /
